Assay outcomes from PubChem.
S1P1 ag-PAM: activates or potentiates agonism at human S1P1 receptor; 56,000 compounds, 0.57% hits; S1P1 CRE-bla cells, forskolin, beta-lactamase FRET, potentiator mode; S1P1 agonist co-added at EC20, 2 nM; 100% = saturating reference agonist, 0% = basal; activation, % at 9.5 µM; P21453; AID 449;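 active = activation above a cutoff set at the mean activation of all tested compounds plus 3 SD, cut at about 54% in these data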;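 note: forskolin at 4 µM as EC80 and the EC20 agonist is SEW2871; 100% = SEW2871 at its EC100 plus forskolin at EC80; some compounds past the cut are filed as inactive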
5-HT1A blocker: 5-HT1a (human) receptor antagonism. inhibition, % at 10 µM. AID 612. CHO 5-HT1a Ga15 NFAT-bla reporter, antagonist mode. 62,000 compounds, 0.68% hits;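 active = inhibition above the mean of all tested compounds plus 3 SD, cut at about 43% in these data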;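 note: receptor stimulated by 5-CT agonist at 100 nM near EC80; beta-lactamase reporter measured by ratiometric fluorescence of a cleavable substrate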
Target sequence (P08908 whole entry, looked up): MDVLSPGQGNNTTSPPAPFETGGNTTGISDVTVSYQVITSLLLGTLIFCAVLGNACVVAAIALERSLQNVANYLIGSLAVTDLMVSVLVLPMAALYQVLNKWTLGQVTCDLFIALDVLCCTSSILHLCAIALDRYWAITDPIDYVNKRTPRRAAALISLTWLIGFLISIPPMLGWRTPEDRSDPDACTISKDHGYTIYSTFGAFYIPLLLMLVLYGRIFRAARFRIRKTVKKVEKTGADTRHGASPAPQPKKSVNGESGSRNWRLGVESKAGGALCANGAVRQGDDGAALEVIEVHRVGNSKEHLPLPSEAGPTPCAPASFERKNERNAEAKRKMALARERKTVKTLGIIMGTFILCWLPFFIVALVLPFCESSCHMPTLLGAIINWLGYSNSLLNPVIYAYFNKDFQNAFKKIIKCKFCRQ
5HT1E antag: blocks the human 5-HT1E serotonin receptor | inhibition, % at 6 µM | CHO 5-HT1E Ga15 NFAT-bla reporter, FRET, antagonist | P28566 | AID 571 | 65,000 compounds, 0.99% hits;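 active = inhibition above a set limit, the mean inhibition across every tested compound plus 3 SD, cut at about 29% in these data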;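 note: signal is the 460 over 535 nm emission ratio of beta-lactamase substrate; 0% = agonist plus DMSO wells and 100% = wells without agonist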
Target sequence (P28566 whole entry, looked up): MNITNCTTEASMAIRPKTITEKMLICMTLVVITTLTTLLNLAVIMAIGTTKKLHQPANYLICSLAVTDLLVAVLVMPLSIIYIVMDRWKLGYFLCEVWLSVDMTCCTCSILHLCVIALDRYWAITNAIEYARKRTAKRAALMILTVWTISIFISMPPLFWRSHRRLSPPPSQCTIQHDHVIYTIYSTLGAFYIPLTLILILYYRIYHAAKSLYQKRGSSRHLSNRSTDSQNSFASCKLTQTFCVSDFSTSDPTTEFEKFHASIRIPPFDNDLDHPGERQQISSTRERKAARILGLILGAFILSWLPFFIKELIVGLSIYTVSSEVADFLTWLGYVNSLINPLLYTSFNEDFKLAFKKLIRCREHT
HTR1E agonist: 5-HT1E (human) receptor agonism. P28566. CHO 5-HT1E Ga15 NFAT-bla reporter, FRET; 0% DMSO wells, 100% control agonist wells. activation, % at 6 µM. 65,000 compounds, 0.69% hits. AID 574;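 active = activation above a set limit, the screen-wide mean activation plus 3 SD, cut at about 8.5% in these data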;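 note: 100% = positive control agonist at 1 µM giving full maximal response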
Fluor 339 460: intrinsic fluorescence of library compounds, ex339/em460 – biochemical, MLSMR library, data from DPM-DC assay, artefact control, profiling panel. compound autofluorescence, ex339/em460 nm, NADH buffer; stronger effect = higher value; 1 = no-compound wells, NADH background. fluorescence fold increase at 10 µM. 65,000 compounds, 5.5% hits;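 active = at 10 µM, mean starting fluorescence two-fold or more over control wells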;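 note: signal is the first read of a kinetic run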
HER2 expr 66K: Her2 kinase expression inhibition. P04626. SKBR-3 HER2 protein level, AlphaScreen, 18-24 h; stronger effect = lower value. HER2 level % of control, % at 10 µM. 65,000 compounds, 0.69% hits. AID 645;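 active = HER2 level under 5% of the carrier-only control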;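 note: 100% = DMSO carrier and 0% = 500 nM PU-H71 HSP90 inhibitor; lower value means stronger loss of Her2 protein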
S1P3 agonist: activates the human S1P3 receptor; Q99500; S1P3 NFAT-BLA reporter cells, agonism, FRET ratio; relative to 1 µM S1P, basal subtracted; activation, % at 4.5 µM; 60,000 compounds, 0.1% hits;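 active = activation above the screen-wide mean plus 3 SD, cut at about 4.5% in these data, passing the limit was not always enough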; note: some compounds called inactive have numbers as strong as hits
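Benchmarks: high control 1 µM S1P / System: stable CHO line with human S1P3, Gα16, NFAT-BLA reporter / Dosing: single compound concentration, 4.5 µM final / Timing: 4 h compound at 37 °C, 2 h substrate at RT / Measured by: FRET β-lactamase substrate fluorescence, excitation 405 nm, 460/535 nm emission ratio, background-subtracted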
Abs 340nm: compounds absorbing at 340 nm. compound absorbance at 340 nm, fold over control. fold change at 10 µM. 65,000 tested, under 10 active;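 active = at 10 µM dose, initial 340 nm absorbance at least 2 fold that of control wells; inactive = change under 2 fold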;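 note: initial absorbance extrapolated from kinetic A340 decline of NADH oxidation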
MMP13 inh: MMP13 (human) collagenase inhibition | P45452 | MMP-13 fTHP FRET cleavage, Mca fluorescence | inhibition, % at 4 µM | 65,000 compounds, 0.07% hits | AID 570;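 active = inhibition above the mean of compound-free control plate wells plus 3 SD, cut at about 14% in these data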;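 note: 0% = DMSO wells and 100% = wells with reference MMP-13 inhibitor after basal subtraction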
An asterisk follows results filed as active; nt = not tested or not shown; [ ] = dose if it differs, or a comment.

SMILES	S1P1 ag-PAM	5-HT1A blocker	5HT1E antag	HTR1E agonist	Fluor 339 460	HER2 expr 66K	S1P3 agonist	Abs 340nm	MMP13 inh
O=C(C1CCN(S(=O)(=O)N2CCOCC2)CC1)N1CCc2ccccc21	12.8	-2.2	17.8	0.7	1.01	75.7	-1.2	1	1.5
Cc1cccc(N2CCN(c3cc(C)nc4nnnn34)CC2C)c1 (configuration not stated)	-11.4	0.0	-1.0	0.3	1.08	118.2	-1.5	1.02	-23.5
COC(=O)c1ccccc1NC(=O)CN1C(=O)C2CCCN2c2ncc(Cl)cc21 (configuration not stated)	15.6	8.7	-14.3	-0.4	2.07*	121.5	1.2	1.07	-13.2
COc1ccc(CCNC(=O)C2CCN(Cc3nc(-c4ccc(Cl)cc4)oc3C)CC2)cc1OC	-3.9	-7.6	1.0	0.2	1.06	58.3	-0.6	0.98	9.1
CCC1CCCCN1C(=O)CSc1nnc(-c2ccc3c(c2)OCCO3)o1 (configuration not stated)	7.1	-5.9	-5.0	-0.5	1.11	85.3	-0.4	1	2.2
CC1CCN(c2nc3ccc(C(=O)O)cc3s2)CC1	-20.2	0.0	0.7	-0.4	1.1	92.7	-1.3	1.02	-0.1
COc1ccc2c(c1)C1(Nc3ccccc3-c3nc4ccccc4n31)C(=O)N2 (configuration not stated)	9.1	-2.7	-7.7	0.5	1.08	85.6	0.6	1	-6.3
COc1cc(NC(=O)c2ccccc2)c(OC)cc1NC(=O)CN1CCN(c2ccccn2)CC1	-30.6	2.6	-12.2	1.5	1.05	93.9	-1.1	1.05	-0.6
Cc1ccc(-c2nnc(SCC(=O)N3c4ccccc4NC(=O)C3(C)C)n2N)cc1	nt	-6.9	23.8	-0.4	1	97.4	nt	1	2.6
O=C(NC1CCCCC1)N1CCC(n2c(=O)[nH]c3ccccc32)CC1	-23.8	-0.8	-7.4	0.7	1.07	80.1	0.3	1.04	4.5
CN(C)C=Nc1c(Br)cc(Br)c2nonc12	36.3	19.2	25.2	-0.1	0.97	58.4	-0.6	1	8.2
C/C(=C\C#N)n1nc(C)cc1N	11.4	6.6	6.0	-1.0	1.03	101.4	-1.9	1.03	-3.1
CCC(=O)c1ccc(OCC(O)Cn2c(C)nc3ccccc32)cc1 (configuration not stated)	22.7	-3.2	-12.0	-0.4	1.12	97.7	-1.4	1.09	2.8
CC(=O)NC(Cc1ccccc1)C(=O)N1CCN(C(=O)c2cccs2)CC1 (configuration not stated)	nt	-1.1	17.5	-0.1	1.06	97.3	nt	0.97	1.4
COC(=O)c1ccc(/C(O)=C(\C#N)c2nc3ccccc3s2)cc1	-4.0	2.5	-9.0	0.6	1	79.6	-0.7	1.14	1.6
COc1ccc(CCNC(=O)COC(=O)c2ccco2)cc1OC	2.1	9.0	-7.3	-0.9	1.11	122.0	-1.2	0.99	0.6
COc1ccc(-c2noc(CCC(N)=O)n2)cc1OC	-6.4	-9.4	-0.6	1.2	1.06	102.0	-0.7	1.02	-3.3
CCCN1Cc2cccc(C(=O)Nc3ccc4c(c3)OCCO4)c2C1=O	-42.3	-4.5	17.2	1.5	1.1	93.4	-0.2	1.08	2.3
c1ccc(OCCCn2nnc(-c3cccnc3)n2)cc1	-7.5	-13.8	-0.2	-0.8	1.01	80.5	0.1	0.99	-0.2
CC1CCN(C(=O)CSc2nncn2-c2ccccn2)CC1	-18.6	2.6	-9.4	-0.6	1.06	97.2	-0.7	0.98	-9.5
C=CCN1C(=O)CN=C1Nc1cccc(C)c1	nt	1.8	7.2	1.5	1.09	98.6	nt	1.04	8.2
CCOC(=O)Nc1cc(OCC)c(NC(=O)C2CC2)cc1OCC	-18.6	-3.5	-12.8	-1.3	1	87.5	-1.3	0.98	7.1
Cc1sc2nc(CN(Cc3cccs3)C(=O)NC3CCCCC3)[nH]c(=O)c2c1C	44.9	13.3	-3.5	-0.8	1.03	62.1	-1.0	1.02	0.6
C=C(C)CSc1nc(N)cc(=O)[nH]1	15.8	6.3	14.5	0.2	1.06	103.0	0.1	0.97	-3.5
Cc1cccc(NC(=O)CSc2nnc(-c3ccco3)o2)c1C	-4.6	5.0	-3.9	0.8	1.1	111.1	-1.1	0.98	1.2
COc1ccc(NC(=O)c2cc3n(n2)C(C(F)(F)F)CC(c2ccco2)N3)cc1 (configuration not stated)	42.0	8.9	7.2	-0.1	1.07	96.1	-0.5	1.02	3.1
CCOc1ccc(-n2c(SC)nc3c(c2=O)SCC3)cc1	nt	1.1	7.0	0.5	1.05	73.4	nt	1.1	0.1
COc1ccc(CCN(CC(=O)NC2CCCC2)C(=O)CCC(=O)Nc2cc(C)on2)cc1OC	-8.4	5.7	-1.0	0.8	1.14	96.5	-1.0	0.99	1.2
O=c1[nH]c2ccccc2n1CCCOc1ccccc1	-3.9	-27.0	-6.7	-0.1	1.08	172.4	0.7	1	-4.0
COc1ccc(-c2noc(-c3ccccc3C(=O)Nc3cccnc3)n2)cc1OC	-5.8	3.5	5.5	1.6	1.06	89.6	-0.2	1.02	1.6
CCOc1ccc(NC(=O)CSc2n[nH]c(=O)n2-c2ccccc2)cc1	-17.9	-10.7	-3.5	-0.5	1.09	84.7	-0.7	1.06	1.5
COc1cccc(OC)c1-c1nn2c(-c3cc(-c4ccccc4)n[nH]3)nnc2s1	-67.6	11.2	10.1	1.1	1.35	120.0	0.1	1.05	-2.8
Cn1cccc1Cc1nnc(SCC(=O)N2CCOCC2)n1-c1ccc(F)cc1	-13.1	-6.8	-0.7	0.2	1.05	99.6	0.7	0.99	-0.6
CCCc1cc(N2CCN(c3ccccn3)CC2)n2nc(C)c(-c3ccccc3)c2n1	-1.3	1.8	-4.3	0.5	2.84*	83.1	-1.3	1	-0.1
COc1ccc(OC)c2sc(NC(=O)C(C)C)nc12	-34.3	-21.2	-7.6	0.6	1.17	90.0	0.5	1.04	0.9
CC1(C)CC(=O)C2=C(C1)Nc1ccccc1N=C2	17.6	36.3	2.7	-0.3	1.85	68.6	-0.1	1.03	-3.5
Cc1ccccc1C(=O)N(C)Cc1ccccc1	-3.5	18.3	-3.9	0.0	1.15	103.1	-0.8	1.06	0.7
CCCn1nc(C(=O)NCCc2ccc(S(N)(=O)=O)cc2)c2ccccc2c1=O	-13.2	-19.7	3.0	0.3	1.04	118.6	-0.6	0.99	4.0
Brc1ccccc1-c1nnc(CSc2nnc3sc4ccccc4n23)o1	nt	-9.3	-1.5	0.3	1.1	60.8	nt	1.01	-3.8
CCCCCSc1nc2c(c(=O)[nH]c(=O)n2C)n1CC	-34.0	6.4	12.2	1.0	1.01	76.8	-1.3	1.04	2.4

2 of these compounds in a different format.
mol | S1P1 ag-PAM | 5-HT1A blocker | 5HT1E antag | HTR1E agonist | Fluor 339 460 | HER2 expr 66K | S1P3 agonist | Abs 340nm | MMP13 inh
COc1cccc(OC)c1-c1nn2c(-c3cc(-c4ccccc4)n[nH]3)nnc2s1 | -67.6 | 11.2 | 10.1 | 1.1 | 1.35 | 120.0 | 0.1 | 1.05 | -2.8
Cn1cccc1Cc1nnc(SCC(=O)N2CCOCC2)n1-c1ccc(F)cc1 | -13.1 | -6.8 | -0.7 | 0.2 | 1.05 | 99.6 | 0.7 | 0.99 | -0.6

Following part
SMILES	S1P1 ag-PAM	5-HT1A blocker	5HT1E antag	HTR1E agonist	Fluor 339 460	HER2 expr 66K	S1P3 agonist	Abs 340nm	MMP13 inh
CCC(=O)NC(=Nc1nc2ccccc2s1)NC(=O)CC	-20.1	15.0	-3.7	-0.1	1.08	76.0	0.3	1.09	-0.1
CCC(C)(C(=O)NC1CCCCC1)N(Cc1ccco1)C(=O)CNC(=O)c1ccccc1 (configuration not stated)	nt	8.0	-0.2	-1.3	1.04	59.7	nt	1.05	6.5
CCC(=O)N(CCO)Cc1cc2ccc(C)c(C)c2[nH]c1=O	1.9	-8.8	-7.2	1.0	1.59	65.1	0.7	1.07	-4.9
CC(C(=O)NCC1CCCO1)N(C(=O)c1snc(C(N)=O)c1N)c1cccc(F)c1 (configuration not stated)	13.9	1.5	-0.7	-0.1	3.9*	117.4	-0.8	1.05	-15.3
O=C(CCC(=O)CCN1CCCCC1)CCN1CCCCC1	-18.3	nt	-10.1	-0.1	1.09	75.7	0.3	1.02	1.1
Cc1ccc(NC(=O)c2cc(-c3ccco3)on2)cc1C	72.4*	8.2	-4.0	0.4	1.12	80.1	-1.0	0.99	-7.8
COc1cc(S(=O)(=O)N(Cc2cccnc2)Cc2ccco2)ccc1-n1cnnn1	22.6	13.7	-0.7	-0.9	1.13	87.3	-0.1	1.01	-2.1
CCN(CC)CCCNC(=O)CC1Sc2ccccc2NC1=O (configuration not stated)	-35.1	-0.4	-7.2	0.8	1.12	109.4	-0.3	1.03	0.8
COCCNC(=O)C(C)OC(=O)c1cc2occc2n1C (configuration not stated)	3.8	-3.2	-5.7	-0.8	1.05	83.7	0.0	1	-1.9
Cc1sc2ncnc(SC(C)C#N)c2c1C (configuration not stated)	-21.2	-5.9	31.4*	0.3	1.1	93.8	-0.9	1.05	5.4
CCCCCCC(=O)N(O)C1CC(=O)N(c2ccc(Br)cc2)C1=O (configuration not stated)	19.1	20.6	22.4	0.4	1.12	60.8	-1.0	1.05	-6.8
CCOc1ccccc1NC(=O)c1ccc(F)c(S(=O)(=O)N2CCC3(CC2)OCCO3)c1	1.9	-7.3	11.5	-0.2	1.04	81.8	0.3	1.02	4.6
CCOc1cc(S(=O)(=O)NC2CCCC2)ccc1Cl	nt	-9.8	-2.8	15.1*	1.02	93.9	-1.7	1	6.4
NS(=O)(=O)c1ccc(CCNc2ncnc3sccc23)cc1	20.9	1.1	7.6	-1.1	1.19	104.1	-1.9	1.07	4.5
O=C(CSc1ccc2nnc(-c3ccncc3)n2n1)Nc1ccc2c(c1)OCCO2	-0.3	-11.3	0.6	1.6	1.01	100.7	0.7	1.06	-4.6
COc1ccc2c(c1)C(=NO)c1cc(OC)ccc1-2	-50.7	-9.3	9.8	0.4	0.99	29.6	-0.8	0.99	-1.5
O=C(O)CC(c1ccc(Cl)cc1)N1C(=O)CCC1=O (configuration not stated)	-11.8	-2.8	-12.5	-1.8	1.08	83.6	-0.2	0.97	2.8
Cn1c(=O)c2c(SCc3cccnc3)nc(CC(C)(C)C)nc2n(C)c1=O	-53.0	-46.2	-13.2	3.4	1.03	84.5	0.1	0.99	-2.2
C=CCn1c(=NC(=O)C2CC2)sc2cc(NC(C)=O)ccc21	-10.8	-7.9	0.2	1.6	2.11*	91.3	-0.7	1.14	-14.2
CCc1[nH]c(C)c(C(C)=O)c1C	-6.4	0.2	-7.1	0.6	1.14	110.4	-1.1	1.04	3.2
COCCOC(=O)c1c(C)oc2ccc(O)c(CN3CCC(C)CC3)c12	-12.4	33.1	0.6	0.7	1.05	85.7	0.3	1.03	0.6
Fc1cccc2sc(Nc3nnc(-c4ccccc4)o3)nc12	16.0	20.6	-4.0	0.0	4.89*	89.4	-2.5	1.21	-233.7[fluorescence artefact?]
COc1cc(OC)c(C2C3=C(CCCC3=O)Nc3nc4ccccc4n32)cc1OC (configuration not stated)	6.4	-3.7	20.9	0.4	1.14	108.2	-0.5	1.15	-2.2
